LDHA block: qHTS assay for inhibitors of human lactate dehydrogenase. purified LDHA, NADH/diaphorase-resazurin fluorescence; stronger effect = lower value. activity change, % (values are at about 110 or 230 µM). AID 1347041, 2019. 0.15% of 480,000 active. L-lactate dehydrogenase A chain (Homo sapiens), P00338; in the data active = activity change below about -30%; inconclusive = mostly about -25% to -30%;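 also: plate controls were DMSO wells for no effect and wells without enzyme for full effect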
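Enzyme activity of human lactate dehydrogenase 5 (2 nM; 0.06 mM NADH, 0.2 mM pyruvate, 5 min, RT) is measured via a resazurin/diaphorase fluorescence readout of residual NADH.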
D1 antag: Antagonist of Human D 1 Dopamine Receptor: qHTS | activity change, negative = inhibition, % at 10 µM | 3.2% of 360,000 active | HEK293 TREx D1 cells, calcium flux, dopamine EC80; stronger effect = lower value | D(1A) dopamine receptor (Homo sapiens), P21728; in the data active = activity change below about -30%; also: % is scaled to controls: 0 for no effect and ±100 for the full control effect
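HEK293 T-REx cells expressing inducible, force-coupled D1 receptor; no-wash Ca dye, 30–90 min RT. Cmpd → 180 s read at 1 Hz → EC80 DA → 180 s read.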
D2 potentiator: HTS Assay for Positive Allosteric Modulators of the Human D2 Dopamine Receptor: Primary Screen for Potentiators; D(2) dopamine receptor (Homo sapiens), P14416; AID 485347, 2010; potentiation, % at 10 µM; HEK293 T-REx D2, calcium flux, EC20 dopamine potentiation; 0.34% of 340,000 active;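 active = potentiation over 3 SD above the plate norm, cut at about 30% in these data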; also: 0% is about no effect
Target sequence (P14416 whole entry, looked up): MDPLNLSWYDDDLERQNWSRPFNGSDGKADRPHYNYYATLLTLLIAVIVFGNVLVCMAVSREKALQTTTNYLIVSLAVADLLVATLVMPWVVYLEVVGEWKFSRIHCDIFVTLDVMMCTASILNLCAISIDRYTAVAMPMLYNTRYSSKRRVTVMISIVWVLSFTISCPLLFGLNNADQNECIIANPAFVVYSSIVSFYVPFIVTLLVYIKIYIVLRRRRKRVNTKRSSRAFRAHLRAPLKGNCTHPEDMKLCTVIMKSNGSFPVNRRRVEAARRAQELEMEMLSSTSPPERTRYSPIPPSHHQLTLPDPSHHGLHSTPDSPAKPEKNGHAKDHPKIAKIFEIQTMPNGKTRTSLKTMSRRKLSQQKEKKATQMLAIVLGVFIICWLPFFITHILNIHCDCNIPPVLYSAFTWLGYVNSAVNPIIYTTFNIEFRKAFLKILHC
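Potentiation of an EC20 dopamine calcium response is measured in a force-coupled, tetracycline-inducible Hek293 Trex D2 line. Compound-only kinetic reads over 180 s flag agonists before dopamine addition.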
D1 agonist: Allosteric Agonists of the Human D1 Dopamine Receptor: qHTS; HEK293 T-REx D1 cells, calcium flux, agonist mode; 1% of 360,000 active; activation, % at 2 µM; D(1A) dopamine receptor (Homo sapiens), P21728; in the data active = activation above about 30%; also: 0% is about no effect
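Inducible HEK293 T-REx D1 cells, force-coupled to calcium signalling, were plated at 4000 cells/well with tetracycline and held overnight at 30 C. After no-wash calcium dye loading, compound-evoked calcium rise over 180 s flagged agonists.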
D1 potentiator: Potentiators of Human D1 Dopamine Receptor: qHTS | D(1A) dopamine receptor (Homo sapiens), P21728 | HEK293 TREx D1 cells, calcium flux, dopamine EC20 potentiation | potentiation, % at 10 µM | 0.036% of 360,000 active | AID 504651, 2011; in the data active = potentiation above about 30%; also: 0% is about no effect
RXFP1 ag: qHTS Assay for Agonists of the Relaxin Receptor RXFP1 | Relaxin receptor 1 (Homo sapiens), Q9HBX9 | HEK293T-RXFP1 cAMP TR-FRET, 30 min; response scale: percent of porcine relaxin response, buffer zero | Potency, µM (series often up to 57.5 µM), without a hit: at the top dose activation, most hits filed as activators | 0.3% of 370,000 active | AID 2676, 2010; also: potency is read from the fitted curve at half-maximal effect; % is scaled to controls: 0 for no effect and ±100 for the full control effect; nearly all actives have a fitted effect of over 60% in size; many of its hits are not listed in these tables
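HEK293T cells stably expressing RXFP1 were pretreated with the PDE4 inhibitor Ro 20174, exposed to compounds for 30 min at 37C, lysed, and cAMP was read by TR-FRET. Data normalized to buffer (basal) and 29 nM porcine relaxin (100%).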
Vif-A3F inh: qHTS for Inhibitors of Vif-A3F Interactions: qHTS; HeLa A3F-eYFP + Vif (tagged APOBEC3F with the HIV-1 protein that degrades it), YFP fluorescence increase; Potency, µM (highest dose often 46.1 µM), inactives show top-dose activity, negative = active; 0.2% of 390,000 active; AID 602313, 2012; also: potency is read from the fitted curve at half-maximal effect; % of control where 0% means no effect; nearly all actives have a fitted effect of over 65% in size
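HeLa cells stably expressing Vif plus C-terminally eYFP-tagged A3F were seeded, incubated overnight at 37 deg C, dosed with compound, incubated overnight again at 37 deg C. Yellow fluorescence (Ex 488/Em 500-530) reported blocked Vif-mediated A3F-eYFP degradation.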
Vif-A3G inh: qHTS for Inhibitors of Vif-A3G Interactions: qHTS. DNA dC->dU-editing enzyme APOBEC-3G (Homo sapiens), Q9HC16. HeLa A3G-eYFP + Vif (tagged APOBEC3G with the HIV-1 protein that degrades it), YFP fluorescence, overnight. Potency, µM (doses to about 46.1 µM), for inactives: at the top dose activity, negative = active, usual class: inhibitors. 0.076% of 410,000 active. AID 602310, 2012;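 also: potency is read from the fitted curve at half-maximal effect; % is scaled to controls: 0 for no effect and ±100 for the full control effect; nearly all actives have a fitted effect of over 60% in size; hits raise eYFP signal because A3G escapes Vif-driven loss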
Target sequence (Q9HC16 whole entry, looked up): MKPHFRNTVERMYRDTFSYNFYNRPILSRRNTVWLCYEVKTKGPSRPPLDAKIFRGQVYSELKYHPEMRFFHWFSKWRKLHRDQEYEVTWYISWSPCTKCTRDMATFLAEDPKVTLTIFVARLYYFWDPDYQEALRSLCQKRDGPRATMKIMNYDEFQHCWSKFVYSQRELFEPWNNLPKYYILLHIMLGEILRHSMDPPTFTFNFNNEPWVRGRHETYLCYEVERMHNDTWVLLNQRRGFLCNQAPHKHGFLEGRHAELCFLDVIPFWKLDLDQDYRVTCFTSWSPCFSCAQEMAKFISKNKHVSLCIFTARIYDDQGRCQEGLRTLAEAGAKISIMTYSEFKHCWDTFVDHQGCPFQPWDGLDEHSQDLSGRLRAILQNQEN
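Read-out is eYFP fluorescence (Ex 488/Em 500-530) from Vif-expressing HeLa A3G-eYFP cells; more signal means A3G escaped Vif-mediated degradation. Cells plated overnight, compound pinned in, incubated overnight at 37 deg C.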
Glioma ERSR ind: qHTS for Inducers of the Endoplasmic Reticulum Stress Response (ERSR) in Human Glioma: qHTS; Potency, µM, for the others: top-dose activation, most hits filed as activators; AID 602332, 2012; U87-MG GRP78 promoter luciferase reporter, 16 h; 0.02% of 420,000 active; also: potency is read from the fitted curve at half-maximal effect; series mostly up to about 76 µM; % of control where 0% means no effect; nearly all actives have a fitted effect of over 35% in size
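Stably transfected U87-MG human glioma cells carrying a GRP78-based luminescent sensor were seeded at 1000 cells/well, pin-dosed with compounds and incubated 16 h. Luciferase reagent was then added, and end-point luminescence was read after 10 min at room temperature.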
Active calls of the source: *; u = inconclusive; x = no result given; & = joins results of further samples. Unless noted, calls follow the shape of the dose curve; as a rule, active = well fitted curve in the direction sought with a large enough effect; inconclusive = small, poorly fitted or top-dose-only effect, or another doubt; inactive = no such curve, though single readings can be large; an effect the other way counts as inactive or inconclusive. The list is partial; the hit share may differ from the screen's.

SMILES	LDHA block	D1 antag	D2 potentiator	D1 agonist	D1 potentiator	RXFP1 ag	Vif-A3F inh	Vif-A3G inh	Glioma ERSR ind
O=C(O)C1C2OC3C(OC(=O)C31)C2Br (stereo not drawn)	-1.0	x	x	x	x	x	7.9%	2.4%	-4.4%
CC(C)NC(=O)CSc1nc(-c2ccccc2)cs1	-13.2	-12.1	-5.1	-3.7	-2.1	-2.5%	-1.9%	-1.6%	-4.9%
COc1ccc(-c2cn3nc(N4CCCC(C(=O)Nc5cc(Cl)ccc5OC)C4)sc3n2)cc1 (stereo not drawn)	-1.3	-5.9	-4.3	-1.0	-2.5	0.3%	0.4%	-0.8%	-1.2%
Cc1cc(=O)[nH]c(SCC(=O)NNC(=O)Cc2ccccc2)n1	-3.2	2.9	6.1	3.3	3.2	-2.5%	-4.0%	-3.1%	-3.2%
Nc1ccc(C(=O)N/N=C/c2cn(Cc3cccc(F)c3)c3ccccc23)cc1	1.7	-6.8	4.3	7.2	-2.2	0.3%	4.7%	-15.6%	-1.3%
O=C(CSc1ccc2nnc(-c3ccccn3)n2n1)Nc1ccc(F)cc1F	-6.1	-4.1	5.9	1.9	2.1	15.7%	-7.4%	-6.5%	-2.3%
COC(=O)CN1C(=O)C(C)(C)c2cc(S(=O)(=O)NCc3ccc(Cl)cc3)ccc21	0.9	10.5	-4.2	0.4	1.9	3.6%	0.9%	0.4%	0.0%
O=C(c1ccccc1)N1CCN(c2ncccn2)CC1	-4.1	-1.8	13.7	2.6	-1.8	-0.2%	-28.1%	15.1%	-4.0%
Cc1cc(C)c(NC(=O)CSc2nc(-c3ccc(F)cc3)nc3c2Cc2c(CO)cnc(C)c2O3)c(C)c1	-3.0	8.6	-1.2	-1.0	1.0	8.0%	2.5%	7.3%	-3.3%
CC(=O)N1c2ccc(S(=O)(=O)NCCC(=O)NCCc3ccc(C)cc3)cc2CC1C (stereo not drawn)	-15.7	-0.3	13.6	3.6	-4.2	0.1%	1.6%	4.6%	-3.1%
CC(=O)NCCN1C(=O)C2C3c4ccccc4C(c4ccccc43)C2C1=O (stereo not drawn)	1.1	-21.2	-5.6	-0.4	-5.6	0.3%	6.2%	-0.4%	-3.2%
Cc1ccc2c(=O)cc(C(=O)N(Cc3ccc(N(C)C)cc3)C3CCS(=O)(=O)C3)oc2c1 (stereo not drawn)	8.6	10.6	-4.9	0.8	-2.2	1.6%	-4.1%	-0.8%	-1.5%
COc1ccc(OC(C)=O)c(C2c3cc(OC)c(OC)cc3CCN2C(C)=O)c1 (stereo not drawn)	2.5	4.8	19.6	0.8	2.2	0.1%	4.0%	1.1%	-1.1%
CCOC(=O)c1nn(-c2ccc(Cl)cc2Cl)c(=N)c(C#N)c1C	x	-16.7	-2.3	12.4	0.2	-0.1%	x	x	x
CCOc1ccccc1C(=O)OCC(=O)Nc1nnc(-c2ccccc2)o1	-3.9	5.9	-1.7	1.6	-0.7	1.7%	u	-5.7%	0.0%
CC(Nc1nc(-c2ccc(F)cc2)cs1)c1nc2cc(C(F)(F)F)ccc2n1CCOCCO (stereo not drawn)	0.9	x	x	x	x	x	-1.1%	-1.8%	-2.4%
Cc1nc(CC(=O)O)c(-c2ccccc2)s1	-1.2	5.8	25.1	0.8	4.9	0.0%	-1.0%	-2.7%	-5.7%
CC1CCc2c(nc3ncnn3c2NCCc2ccccc2F)C1 (stereo not drawn)	-0.9	14.8	12.4	-0.6	1.5	12.9%	24.2%	4.9%	-4.7%
O=C1c2cc(N3CCCC3)c([N+](=O)[O-])cc2C(=O)N1c1ccccc1	-7.8	0.9	2.2	3.1	-1.8	3.2%	-27.0%	1.1%	-3.6%
O=C(CCSc1ccccc1)NCCN1CCOCC1	1.6	12.4	-5.3	1.3	-1.8	1.4%	-0.1%	4.7%	-0.2%
COc1cc(NC(=O)c2ccc([N+](=O)[O-])o2)ccc1NC(=O)c1ccco1	-1.5	2.6	17.8	0.8	-1.1	1.5%	u	u	-3.1%
Cc1cccc(NC(=O)c2cc(CN3CCOCC3)on2)c1C	6.0	-0.7	13.5	1.3	-4.0	-0.1%	-0.8%	1.2%	-3.0%
CCOc1ccc(-c2nnc(SCC(=O)N3CCN(c4ccccc4)CC3)o2)cc1	0.2	3.9	3.5	0.1	-0.1	2.0%	1.6%	-3.9%	-3.5%
COc1ccc(/C=C/C(=O)NC(=S)N2CCCCC2)cc1OC	-0.7	13.4	28.3	-2.9	3.6	-3.3%	1.5%	-0.5%	0.0%
N#Cc1c2c(c(-c3ccco3)[nH]c1=O)CCCC2	14.4	3.6	-2.0	0.7	-0.1	0.8%	-0.9%	-0.7%	-2.9%
CCOC(=O)N1CCN(C(=O)C(NC(=O)c2ccco2)C(C)C)CC1 (stereo not drawn)	-7.3	14.8	9.2	-1.3	-2.2	0.8%	-7.5%	-0.1%	-6.1%
O=S(=O)(c1ccc(F)cc1)N1CCN(CCc2ccccc2)CC1	-3.7	-2.4	-3.6	3.4	-3.4	-0.2%	5.7%	3.2%	-9.1%
CCOc1ccc(-c2nnc(SCC(=O)Nc3ccc(C)cc3C)o2)cc1	-7.2	-6.9	-5.2	8.8	0.8	-1.5%	-3.3%	2.7%	1.1%
CCOC(=O)C1=C(N)Oc2c(oc(CO)cc2=O)C1c1ccccc1 (stereo not drawn)	-2.5	-4.9	10.2	3.5	3.2	0.5%	-6.3%	-7.6%	-5.0%
COc1ccc(-n2cnc3scc(-c4ccc(OC)c(OC)c4)c3c2=O)cc1	-3.0&-7.0	-3.6	8.1	1.0	-4.3	-0.2%	-10.8%	0.8%	0.4%
CN(CC(=O)Nc1cccc(F)c1)C(=O)CNC(=O)Cc1cccc2ccccc12	-9.8	2.4	-2.6	-0.2	-4.0	0.1%	-2.7%	-3.1%	-1.6%
CC1CC(C)C[N+](=C2C=C(N3CCCC3)CC(C)(C)C2)C1 (stereo not drawn)	-99.2*	8.9	7.6	2.6	3.4	2.6%	13.3%	6.4%	-5.2%
O=C(CN1c2cccc3cccc(c23)S1(=O)=O)Nc1ccccc1	-2.4	-6.3	x	7.6	0.8	3.5%	-5.8%	-2.7%	-1.8%
COc1ccc(C(=O)NCC(=O)OCC(=O)NCCC2=CCCCC2)cc1	-9.2	-8.1	-5.9	2.0	-5.3	-0.4%	-9.9%	3.8%	8.6%
Cc1nc(N2CCOCC2)nc(N2CCCCC2C)c1[N+](=O)[O-] (stereo not drawn)	-0.4	6.5	-20.3	2.3	5.2	0.1%	2.1%	-6.7%	-5.5%
CCC(C)[C@H]1CNCCN1CC1(c2ccccc2)CC1 (stereo partly drawn)	-8.7	8.6	12.4	5.1	-4.2	-1.2%	8.3%	1.0%	-2.3%
Cc1cc(C)cc(N2C(N)=NC(N)=NC2c2ccccc2F)c1 (stereo not drawn)	1.5	-2.3	11.8	2.7	-10.8	-0.2%	7.3%	-3.8%	-4.2%
O=C(c1cccc(Cl)c1)N1CCN(CCc2ccncc2)CC1	-1.1	15.1	7.9	1.2	1.2	3.0%	2.2%	-2.5%	-0.5%
Cc1cccc(NS(=O)(=O)Cc2ccccc2)c1C	-8.3	-10.9	8.8	1.3	-0.3	-2.5%	9.1%	-2.5%	-2.7%
CSc1nc(NCC(C)C)c2c3c(sc2n1)CN(C)CC3	1.7	12.2	-3.3	2.0	-3.2	6.2%	-0.9%	-6.3%	-3.6%

2 entries from above, with values under each structure:
Value order: LDHA block | D1 antag | D2 potentiator | D1 agonist | D1 potentiator | RXFP1 ag | Vif-A3F inh | Vif-A3G inh | Glioma ERSR ind
> COc1ccc(-n2cnc3scc(-c4ccc(OC)c(OC)c4)c3c2=O)cc1
→ -3.0&-7.0 | -3.6 | 8.1 | 1.0 | -4.3 | -0.2% | -10.8% | 0.8% | 0.4%
> Cc1cccc(NC(=O)c2cc(CN3CCOCC3)on2)c1C
→ 6.0 | -0.7 | 13.5 | 1.3 | -4.0 | -0.1% | -0.8% | 1.2% | -3.0%

Further structures
SMILES	LDHA block	D1 antag	D2 potentiator	D1 agonist	D1 potentiator	RXFP1 ag	Vif-A3F inh	Vif-A3G inh	Glioma ERSR ind
CC(=O)c1cccc(NC(=O)NN2CCN(C)CC2)c1	-0.8	-0.4	-0.9	2.5	-1.2	-0.6%	0.5%	-0.2%	0.3%
COc1ccc(NC(=O)c2ccc(-c3nn(C)c(=O)c4ccccc34)cc2)cc1	-7.9	0.7	x	1.9	-4.4	1.2%	-5.4%	-0.4%	-3.0%
COc1ccc(-c2cc(C(=O)Nc3ccc(S(=O)(=O)Nc4onc(C)c4C)cc3)c3ccccc3n2)cc1	-12.9	-24.0	-8.8	0.9	2.1	0.5%	-11.1%	-8.9%	2.6%
COC(=O)C1=NNC2(c3ccc(C)cc3)C(=O)N(c3cccc(C)c3C)C(=O)C12 (stereo not drawn)	-7.1	23.8	14.1	1.6	-0.3	0.6%	-3.3%	0.7%	-2.2%
Cn1cccc1C(=O)OCC(=O)NCCc1ccc(S(N)(=O)=O)cc1	-4.6	x	x	x	x	x	-18.1%	0.0%	-5.7%
O=C(Cn1nnc(-c2ccccc2)n1)N/N=C/c1ccco1	-4.5	1.7	11.9	0.4	-5.8	3.5%	-7.7%	5.2%	-3.6%

As entered above.
COc1ccc(NC(=O)c2ccc(-c3nn(C)c(=O)c4ccccc34)cc2)cc1 in D1 potentiator shows -4.4
O=C(Cn1nnc(-c2ccccc2)n1)N/N=C/c1ccco1 in RXFP1 ag shows 3.5%
Cn1cccc1C(=O)OCC(=O)NCCc1ccc(S(N)(=O)=O)cc1 in LDHA block shows -4.6

Compound activity deposited in PubChem BioAssay by National Center for Advancing Translational Sciences (NCATS).
